Screens from PubChem BioAssay.
ABCG2 block: inhibitors of human ABCG2 transporter, ABCB1 counter-screen | Q9UNQ0 | IgMXP3 cells, JC-1 efflux, flow cytometry | inhibition, % at 6.6 µM | 0.1% of 190,000 active | AID 1325;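 active = inhibition above 80%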;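 note: 0% = DMSO and 100% = nicardipine control wells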
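Assay system – ABCG2 IgMXP3 and barcoded ABCB1 CCRF-Adr cell mix · Input – 3 million cells/mL in well · Reagent – JC-1 fluorescent substrate · Compound – single test compound dose, 6.6 µM final · Timing – 10 min exposure at 25 °C with rotation, no wash · Detection – flow cytometry of retained JC-1 fluorescence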
RGS7-Gao: modulates binding of RGS7 to human Galphao; Multiplexed bead flow cytometry; actives lie on both sides; binding response (% of control), % at 10 µM; 0.35% of 220,000 active; P09471; in the data active = binding response below about 49% or above about 150%; inconclusive = no clear call, values can overlap the other calls; inactive = in between;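 note: fluorescent Galphao held in activated GDP-AlF4 state binding bead-coupled RGS7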
RGS8-Gao reg: human RGS8-Galphao interaction regulation; P09471; response (percent of control binding), % at 10 µM; multiplexed bead flow cytometry, RGS8-Galphao binding; actives lie on both sides; 0.34% of 220,000 active; in the data active = response below about 60% or above about 140%; inactive = in between;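 note: Galphao activated as the GDP aluminium fluoride complex binding bead-coupled RGS8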
Bim-Bcl-B: disrupts Bim peptide binding to human Bcl-B. Q9HD36. bead-based flow cytometry. inhibition, % at 10 µM. 0.073% of 190,000 active. AID 951;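 note: 0% = tracer peptide without compound and 100% = reference inhibitor peptide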
Target sequence (Q9HD36 whole entry, looked up): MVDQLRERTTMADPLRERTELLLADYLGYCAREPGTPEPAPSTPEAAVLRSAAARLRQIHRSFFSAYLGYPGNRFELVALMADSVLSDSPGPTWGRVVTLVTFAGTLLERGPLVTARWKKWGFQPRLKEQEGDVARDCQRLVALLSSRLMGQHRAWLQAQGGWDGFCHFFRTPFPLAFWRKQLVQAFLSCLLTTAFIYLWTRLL
ABCB1 inh: human ABCB1 inhibition, ABCG2 as counter-screen; CCRF-Adr cells, JC-1 efflux, flow cytometry; P08183; 0.067% of 190,000 active; inhibition, % at 6.6 µM; in the data active = inhibition above about 40%;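 note: 0% = vehicle and 100% = reference inhibitor; higher value means more JC-1 retained so stronger ABCB1 efflux block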
RGS4-Gao reg: modulates binding of RGS4 to human Galphao; P09471; 0.33% of 220,000 active; binding response (% of control), % at 10 µM; Multiplexed bead flow cytometry; actives lie on both sides; in the data active = binding response below about 49% or above about 150%; inactive = in between;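 note: fluorescent Galphao activated with aluminum fluoride binding bead-coupled RGS4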
Bcl-W Bim block: human Bim-Bcl-W interaction inhibition; 0.02% of 190,000 active; bead-based flow cytometry, Bim peptide-Bcl-W binding; AID 952; inhibition, % at 10 µM;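 note: 0% = bound tracer without compound and 100% = peptide blocker; higher means less fluorescent Bim peptide bound to Bcl-W beads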
Target sequence (Q92843 whole entry, looked up): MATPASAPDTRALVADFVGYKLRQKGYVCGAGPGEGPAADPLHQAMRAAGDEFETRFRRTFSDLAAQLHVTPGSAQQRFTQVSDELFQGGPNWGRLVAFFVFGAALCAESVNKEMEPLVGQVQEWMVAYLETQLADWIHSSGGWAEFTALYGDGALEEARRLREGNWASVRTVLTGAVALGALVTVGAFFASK
GSH bead fluor: GSH bead compound fluorescence profile. 0.25% of 190,000 active. fluorescence (KMESF) at 10 µM. AID 1776. GSH beads flow cytometry, compound fluorescence 488/530 nm; active compounds read high; in the data active = fluorescence above about 89;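 note: glutathione beads carrying GST-tagged Bcl family fusion proteins plus one bare bead set; values are compound well signal with DMSO vehicle wells as background; inactives centre near 16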
Bim-Bcl-2: inhibitors of Bim-Bcl-2 interaction, human. P10415. Bead-based flow cytometry, Bim peptide-Bcl-2 binding. inhibition, % at 10 µM. 0.06% of 190,000 active; in the data active = inhibition above about 40%; inconclusive = no clear call, values can overlap the other calls;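 note: 0% = no compound wells with probe peptide and 100% = reference peptide inhibitor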
Target sequence (P10415 whole entry, looked up): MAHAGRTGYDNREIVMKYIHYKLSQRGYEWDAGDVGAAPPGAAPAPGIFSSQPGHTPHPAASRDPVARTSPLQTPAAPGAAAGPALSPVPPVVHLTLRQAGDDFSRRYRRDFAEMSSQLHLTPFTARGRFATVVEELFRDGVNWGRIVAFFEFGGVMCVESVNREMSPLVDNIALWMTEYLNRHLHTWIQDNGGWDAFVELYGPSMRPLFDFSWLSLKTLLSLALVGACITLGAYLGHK
Bcl-XL Bim block: human Bim-Bcl-XL interaction inhibition; Bim peptide-Bcl-XL binding, bead flow cytometry, fluorescence; inhibition, % at 10 µM; 0.04% of 190,000 active
Target sequence (Q07817 whole entry, looked up): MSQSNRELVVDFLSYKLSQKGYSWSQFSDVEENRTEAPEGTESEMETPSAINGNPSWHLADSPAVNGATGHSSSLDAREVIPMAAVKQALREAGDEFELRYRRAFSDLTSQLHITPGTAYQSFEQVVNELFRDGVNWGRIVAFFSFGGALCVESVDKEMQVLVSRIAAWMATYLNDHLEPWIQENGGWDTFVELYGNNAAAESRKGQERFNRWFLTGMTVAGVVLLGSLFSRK
Bfl-1 Bim block: human Bim-Bfl-1 interaction inhibition. Q16548. Bead-based flow cytometry, Bim-Bfl-1 binding inhibition. inhibition, % at 10 µM. 0.12% of 190,000 active;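 note: 0% = wells without compound plus tracer and 100% = blocker peptide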
Numbers without * were called inactive; u = inconclusive; x = no result given. Cut-off read from the data, not from the text of the source, unless noted: active = inhibition above about 40%.

SMILES	ABCG2 block	RGS7-Gao	RGS8-Gao reg	Bim-Bcl-B	ABCB1 inh	RGS4-Gao reg	Bcl-W Bim block	GSH bead fluor	Bim-Bcl-2	Bcl-XL Bim block	Bfl-1 Bim block
CCOC(=O)c1oc2ccccc2c1NC(=O)c1ccccc1OC	9	103	102	-7	0.4	105	-3	26	-11	5	-12
CCN(CC)CCCNc1ncnc2ccccc12	-1	100	103	3	-0.3	102	4	20	-4	0	0
CSc1nncc(/C(C)=N\Nc2ccccc2C)n1	4	97	99	-1	0.5	100	-2	19	-5	-3	-3
COc1ccc(NC(=O)Nc2nnc(-c3ccccc3SCc3ccccc3)s2)cc1	2	x	x	-2	1.9	x	2	33	-1	-7	-3
COc1ccccc1NC(=S)NCCC(c1ccccc1)c1ccccc1	3	106	105	-3	0.2	105	-7	13	0	-6	0
O=C(COc1ccc(Cl)cc1)NCc1nnc2c3ccccc3c(-c3ccccc3)nn12	-3	108	105	-12	0.9	101	-5	10	-2	-10	-5
CCOc1ccc(CCNC(=O)c2nnc(Cc3ccc(F)cc3)o2)cc1OCC	-1	104	99	-5	0.1	100	-5	13	-4	-8	-5
COc1ccc2oc3ccc(OC)cc3c(=O)c2c1	3	99	103	2	0.3	103	0	11	1	-1	-1
COc1ccccc1-c1nc(C#N)c(NCc2ccc(F)cc2)o1	2	101	102	-2	0.2	105	-2	9	-7	-2	-3
CCc1ccc(OCC(=O)Nc2ccc3c(c2)COC3=O)cc1	14	94	97	-10	0.5	93	-3	23	-6	-11	-19
CCOC(=O)c1c(-c2ccccc2)oc2ccc(OC(C)=O)cc12	25	104	104	-9	0.6	100	-5	23	-15	-9	-21
COC(=O)c1c(NC(=O)Cc2cccs2)sc(C)c1C	2	99	96	-6	0.3	92	0	26	-5	-5	-11
COc1ccc(-c2csc(-c3cccnc3)n2)cc1C	-1	111	107	-5	-0.2	106	0	10	-3	-1	-2
COc1ccc(C(=O)NC(=S)NNC(=O)Cc2cccs2)cc1	4	99	101	-16	0.0	101	-2	31	-10	-9	-12
O=C(c1ccccc1F)c1cc2c(cc1[N+](=O)[O-])OCCO2	4	113	103	-6	2.5	113	-5	19	-2	-7	0
Cc1ccc2nc3sc(C(=O)N4CCOCC4)c(N)c3cc2c1	3	101	101	-6	0.5	100	0	13	1	-1	0
O=C(c1cc(F)ccc1F)C1CCCN(C(=O)CSc2ccccn2)C1 (configuration not stated)	8	100	100	-2	2.0	100	-1	18	0	-1	0
CCOC(=O)c1sc(NC(=O)Cc2ccc(F)cc2)nc1C	1	108	101	-7	0.1	103	-4	13	-2	-3	-6
Cc1nc2nc(COc3ccccc3)[nH]n2c(=O)c1Cc1ccccc1	2	103	104	-3	0.2	106	-4	9	-4	-3	-7
COCCNC(=S)N1CCc2cc(OC)c(OC)cc2C1COc1cc(C)cc(C)c1 (configuration not stated)	52	98	102	-9	9.3	102	-3	11	-13	-11	-11
CC(=O)N1CCN(S(=O)(=O)c2ccc(F)c(Cl)c2)CC1	0	u	101	-2	0.4	101	3	13	-2	-2	-7
O=c1c2ccccc2nc(SCCN2CCOCC2)n1CCc1ccccc1	14	103	97	-2	3.9	96	-2	10	-3	-3	-9
CC/C(O)=C(\C#N)c1nnc2n1CCCCC2	2	98	101	0	0.4	97	-1	10	-3	0	-1
Cc1ccc2c(c1)c(-c1ccccc1)nc1nncn12	1	95	100	-2	0.0	100	0	17	-6	0	-11
NCc1cccc(-n2cccn2)c1	2	104	100	-3	0.1	105	-1	28	-12	-1	-16
CCN(CC)CC(=O)NN=C(c1ccccc1)c1ccccc1	2	108	105	-3	1.2	107	-2	23	-2	-4	-1
CN(CC(=O)NCCC1=CCCCC1)S(=O)(=O)c1ccc2c(c1)c(=O)n(C)c(=O)n2C	1	96	99	-5	-0.6	97	2	15	-4	-2	-9
O=C(CSc1nc2ccccc2c(=O)[nH]1)c1cccs1	3	94	101	-5	0.2	95	-3	25	0	-3	-2
COCCNC(=O)COC(=O)/C=C/c1c(C)nn(Cc2ccc(Cl)cc2Cl)c1Cl	1	94	98	3	0.3	94	0	17	-2	-1	-2
CS(=O)(=O)N(CC(=O)N1CCCCC1)Cc1ccc(Cl)cc1	4	103	101	-3	2.1	104	-3	9	-2	-3	1
CCOC(=O)c1nn(-c2ccccc2)c2nc(Nc3ccccc3)cc(=O)n12	2	101	101	-2	0.6	103	0	11	-1	1	-2
O=C(Cc1cccs1)N/N=C\c1ccc([N+](=O)[O-])s1	45	104	101	-5	1.3	103	-2	10	-2	-4	0
C=C(C)Cn1c(-c2cccs2)n[nH]c1=S	0	98	99	-28	-0.5	99	-3	10	-2	-7	0
COc1ccc(OCC(=O)Nc2ccccc2C(=O)N2CCCC2)cc1	0	100	102	-9	0.1	99	-3	13	-6	-6	-9
O=C(Nn1c(-c2ccccc2)nc2ccccc2c1=O)c1cccs1	0	97	106	-4	0.3	100	-3	5	0	-6	0
CC(c1ccccc1)n1cc(C(=O)NCc2ccncc2)nn1 (configuration not stated)	0	104	101	-2	0.2	99	-1	26	-3	-2	-1
Cn1cccc1/C=C(/C#N)c1ccc(F)cc1	15	105	105	0	0.7	104	0	19	-4	-3	-1
CCOC(=O)C1CCN(C(=O)CSCCSCC(=O)N2CCC(C(=O)OCC)CC2)CC1	1	101	105	-5	0.8	99	3	46	-4	-14	-10
CCC(=O)NNc1nc2c(C)cc(C)cc2s1	1	98	103	-3	0.3	101	-2	12	-5	-1	-3
CC1(C)CC(=O)C2=C(C1)N(c1ccc(F)cc1)C(=O)CC2c1cccnc1 (configuration not stated)	3	93	95	0	0.9	96	-3	18	0	2	0
CN(C)c1ccc(/C=C/c2ccc3c4ccccc4ccc3[n+]2-c2ccccc2)cc1	0	u	91	-53	0.3	93	-23	13	-75	x	10
Cc1ccc(N(C(=O)C2COc3ccccc3O2)C(C(=O)NC2CCCCC2)c2cn(C)nc2C)cc1 (configuration not stated)	5	88	94	-3	1.8	90	-2	10	0	-3	-1
CCC(=O)c1cc(F)c(N2CCN(C(=O)Cc3ccccc3)CC2)cc1C	1	103	118	-2	0.5	102	1	16	-3	0	-1
CCCc1nnc(NC(=O)CN2CCOCC2)s1	1	104	102	0	0.6	106	2	7	1	-1	0
NNC(=O)c1ccc(N2CCc3ccccc32)c([N+](=O)[O-])c1	-1	99	103	-4	-0.6	101	-2	12	0	-3	6
CCc1cccc(NC(=O)Cn2ncn3c(cc4ccccc43)c2=O)c1	1	104	100	1	0.3	103	0	17	3	1	2
COC(=O)c1nc2n(n1)C(c1ccc(OC)c(OC)c1OC)C1=C(CCCC1=O)N2 (configuration not stated)	0	103	97	-6	0.3	101	-1	19	-1	0	-1
Cc1c(N=C2C(=O)Nc3ccccc32)c(=O)n(-c2ccccc2)n1C	1	96	95	-2	0.1	94	0	14	-5	-5	-6
COc1cc(/C=C2/NC(=O)N(Cc3ccccc3F)C2=O)ccc1O	3	104	98	13	-0.2	103	0	10	5	4	4
COC(=O)C(O)(CC(=O)Nc1cccc(SC)c1)C(F)(F)F (configuration not stated)	0	101	99	-2	-0.2	103	-1	20	-2	0	0

Later entries:
SMILES	ABCG2 block	RGS7-Gao	RGS8-Gao reg	Bim-Bcl-B	ABCB1 inh	RGS4-Gao reg	Bcl-W Bim block	GSH bead fluor	Bim-Bcl-2	Bcl-XL Bim block	Bfl-1 Bim block
CCOC(=O)N1CCN(CC(O)COc2ccc(C)cc2C(C)(C)C)CC1 (configuration not stated)	2	92	98	-2	4.4	95	-1	3	0	-4	-1
CCOc1ccccc1C(=O)N[C@H](C(=O)Nc1cc(S(=O)(=O)N(C)C)ccc1OC)C(C)C	2	u	99	-1	-0.2	97	-1	15	2	-2	4
CC1=[N+]([O-])C(N2CCOCC2)C(O)(c2ccccc2)C1 (configuration not stated)	-1	89	101	-2	-0.2	93	-5	24	-1	-4	-5
CN(CCO)C(=O)C1CCN(c2ncc(C(F)(F)F)cc2Cl)CC1	3	u	99	-3	1.0	98	-1	18	1	-1	-5
CCOc1ccc(Nc2nc(NCCN3CCOCC3)nc(OC)n2)cc1	2	98	106	0	0.3	101	0	13	0	0	-4
COc1ccc(-n2nnnc2SCC(=O)N2CCCc3ccccc32)cc1OC	8	102	108	4	2.1	100	6	22	3	-3	6
Cc1ccc(Oc2ncccc2/C=N/OCc2ccc(Cl)cc2Cl)cc1	1	98	101	-1	0.2	104	-3	11	-6	-4	-1
CCCNC(=O)CCc1c(C)nc2nc(-c3cc(OC)cc(OC)c3)nn2c1C	13	101	101	-7	-0.2	100	4	45	-9	-7	-11
COC(=O)COc1nsnc1N1CCOCC1	-3	97	99	-7	-3.0	99	-3	31	-6	-5	-9
O=C(CN1CCN(Cc2ccccc2F)C1=O)NCc1cccnc1	2	91	96	-7	0.4	88	0	27	-8	0	-7
O=C(CSc1ccccn1)Nc1ccc2c(c1)C(=O)c1ccccc1C2=O	13	93	74	-8	-1.2	92	2	7	3	0	4
Cc1nc(CS(=O)(=O)c2ccc(Cl)cc2)cc(Sc2ccccc2Cl)n1	4	95	97	-6	2.9	91	0	45	-8	11	-7
Cc1ccc(CNC(=S)NCc2ccncc2)cc1	11	94	96	-4	1.2	91	-1	14	-3	-3	-6
Cc1nn(Cc2ccccc2)c(C)c1NC(=O)c1cc(-c2ccc3c(c2)OCO3)on1	52	100	101	-6	1.7	104	0	25	-7	-11	-16
CC(C)(C)NC(=O)c1ccc2nsnc2c1	6	105	108	-4	-1.4	107	-2	21	-7	-1	-3
CC1=C(C(=O)N2CCOCC2)C(c2ccc(Br)cc2)NC(=S)N1c1ccccc1 (configuration not stated)	6	u	100	-3	1.5	103	0	18	-3	-2	-4
Cn1c(O)c(C2=c3ccccc3=NC2=O)sc1=Nc1ccc(Cl)cc1	39	96	102	-10	3.6	96	-6	14	-2	-6	-2
CCCCOC(=O)Nc1ccc2c(C)cc(=O)oc2c1	2	103	96	-9	1.0	102	-2	14	-3	-2	-1
C=CCc1cc(/C=C2/NC(=S)NC2=O)cc(OC)c1O	1	102	98	-1	-0.1	100	0	8	-1	1	0
Cc1ccc(OCCOCCOc2cccc3cccnc23)c(Br)c1	9	102	104	-1	x	103	-1	12	-2	-2	-1
O/N=C1\CC2(Cc3nonc31)OCCO2	2	99	101	2	0.5	100	0	26	0	1	-1
O=C(Cc1ccccc1)c1nnc(-c2ccccc2)o1	1	100	106	0	0.1	103	1	12	2	4	-4
CCN(Cc1cc(=O)n2ccsc2n1)c1cccc2ccccc12	24	93	99	-13	2.2	93	-8	9	-11	-10	-10

Looked up above:
CCCCOC(=O)Nc1ccc2c(C)cc(=O)oc2c1 in GSH bead fluor reads 14
COc1ccc(-n2nnnc2SCC(=O)N2CCCc3ccccc32)cc1OC in Bim-Bcl-2 reads 3
